Screens (PubChem)
NTR1 agonist: NTR1-driven beta-arrestin-GFP spot formation – imaging, U2OS cells, high content, primary screen (AID 493036) | agonist mode | activation, % at 20 µM | 330,000 tested, 0.17% active | P30989;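 active = activation at or above 40% of the spot to cytoplasm intensity ratio, with at least 20 cells analyzed; inconclusive = wells under 20 cells, flagged as cytotoxic or low count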;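 also: 0% = DMSO without peptide and 100% = 100 nM NTR1 peptide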
Target sequence (P30989 whole entry, looked up): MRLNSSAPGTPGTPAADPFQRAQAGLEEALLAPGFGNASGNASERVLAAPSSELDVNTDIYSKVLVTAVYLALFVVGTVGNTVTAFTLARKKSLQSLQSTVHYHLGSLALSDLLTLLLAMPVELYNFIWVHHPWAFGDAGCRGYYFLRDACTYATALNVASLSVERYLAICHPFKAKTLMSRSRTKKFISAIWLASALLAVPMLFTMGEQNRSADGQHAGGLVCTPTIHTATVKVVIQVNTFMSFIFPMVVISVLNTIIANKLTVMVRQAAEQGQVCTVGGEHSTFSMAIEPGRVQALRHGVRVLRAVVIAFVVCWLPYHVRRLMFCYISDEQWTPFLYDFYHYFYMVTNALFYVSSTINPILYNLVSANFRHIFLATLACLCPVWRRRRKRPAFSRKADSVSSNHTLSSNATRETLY
RSV antiviral HEp-2: inhibition of RSV-induced cytopathic effect – HEp-2 cells, primary 10 µM value included (AID 2391); HEp-2 cells, RSV-induced CPE inhibition; higher % means a stronger effect; CPE inhibition, % at 10 µM, or IC50 in µM where a hit was titrated; 310,000 tested, 0.13% active; in the data active = a potency from the dose series; inconclusive = CPE inhibition mostly from about 23% at the one dose, without a potency; inactive = the rest, 99 in 100 with CPE inhibition below about 21%; also: strong numbers were not always called active
MgcRacGAP inhibition: MgcRacGAP GTPase-activating activity inhibitors, confirmation, biochemical, ADP Hunter fluorescence; inhibition, % at 30 µM; hits with a dose series show IC50 in µM; AID 624330; MgcRacGAP-stimulated Rac1 GTP hydrolysis, ADP Hunter fluorescence; higher % means a stronger effect; GST-tagged Rac1 F28L mutant substrate; 340,000 tested, 0.6% active;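 active = first-screen hits whose inhibition reached a set limit at any dose in the follow-up dose series; inconclusive = inhibition above the set first-screen limit but never retested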;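 also: fluorescence reports GDP produced by GAP-driven GTP hydrolysis; strong numbers were not always called active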
SV40 large T antigen: SV40 large T antigen inhibitors, biochemical (AID 1903); SV40 large T antigen ATPase/helicase inhibition assay; higher % means a stronger effect; 310,000 tested, 0.39% active; inhibition, % at 20 µM, or IC50 in µM where a hit was titrated; in the data active = a potency from the dose series; inconclusive = inhibition mostly from about 32% at the one dose, without a potency; inactive = the rest, 99 in 100 with inhibition below about 32%; also: strong numbers were not always called active
West Nile antiviral: West Nile virus antiviral activity, cell-based, CPE readout (AID 1621); West Nile virus-infected cells, CPE inhibition; higher % means a stronger effect; CPE inhibition, % at 10 µM, or IC50 in µM where a hit was titrated; 290,000 tested, 0.02% active; in the data active = a potency from the dose series; inconclusive = CPE inhibition mostly from about 3.7% at the one dose, without a potency; inactive = the rest, 99 in 100 with CPE inhibition below about 2.2%; also: strong numbers were not always called active
K1F lysis inhibition: protection from phage-mediated lysis, alamar blue read-out – E. coli UTI89, K1F phage, bacterial capsule biogenesis inhibitors (AID 488966); inhibition, % at 100 µM; hits with a dose series show IC50 in µM; E. coli UTI89 K1F phage lysis, alamar blue, 2 h; higher % means a stronger effect; 340,000 tested, 0.02% active;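 active = phage lysis inhibition, versus mean bacterial control, above a set limit; inconclusive = no clear call, values can overlap the other calls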;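 also: capsule biogenesis inhibitors block K1F phage lysis so surviving cells raise fluorescence; higher fluorescence means more inhibition of phage lysis; actives were called in the ten point dose series up to 300 µM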
Dengue-2 NS5 capping: Dengue-2 NS5 methyltransferase inhibitors, primary screen, biochemical, confirmation dose response (AID 588689); Dengue-2 NS5 methyltransferase capping enzyme assay, biochemical; higher % means a stronger effect; inhibition, % at 25 µM; hits with a dose series show IC50 in µM; 340,000 tested, 0.3% active; in the data active = a potency from the dose series; inconclusive = inhibition above about 29% without an active follow-up result
T cell modulator: modulates CD8 T cell binding to vesicles; 2C CD8+ T cell-vesicle binding, flow cytometry; hits give low values; calls only at 7 µM; 330,000 tested, 0.068% active; AID 2052;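 active = response, share of CD8 T cells binding vesicles, and their 90th percentile fluorescence all below set limits, cut at about 80% in these data, passing the limit was not always enough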
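Benchmarks: naked versus QL9-loaded vesicles / Assay system: purified 2C TCR transgenic mouse naive CD8+ T cells / Technique: high-throughput flow cytometry with anti-B7-1 and anti-CD8 staining / Timing: Cell–vesicle co-incubation 1.5 h at 37 °C, staining 20 min on ice / Read-out: percent CD8+ FL2 mean versus row control / Probe or stimulus: QL9-loaded Drosophila micro-vesicles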
PhoP inhibition: inhibitors of PhoP regulon expression, primary screen, Salmonella Typhimurium, GFP reporter (AID 1863); S. Typhimurium PhoP-regulated promoter GFP reporter, 4 h; higher % means a stronger effect; inhibition, % at 50 µM; hits with a dose series show IC50 in µM; 300,000 tested, 0.16% active;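 active = inhibition over 29.93%, a cutoff 3 SD above the screen mean, later confirmed by dose response; inconclusive = inhibition over 29.93% but no dose response follow-up; inactive = inhibition at most 29.93% or unconfirmed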;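 also: 0% = low Mg2+ inducing control and 100% = high Mg2+ repressing control; strong numbers were not always called active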
T cell modulator vesicle-bound %: also measured in T cell modulator; calls as there; double positive events, %; measured here: CD8+ vesicle-bound cell fraction;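 binding gate set so that unloaded-vesicle control wells show 10% double positive cells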
NTR1 agonist cell count 20 µM: also measured in NTR1 agonist; calls as there; cell count; measured here: cell count, cytotoxicity flag
Dengue-2 NS5 capping pilot replicate: second read-out of Dengue-2 NS5 capping, no call of its own (marks repeat the call); inhibition, %; measured here: pilot screen replicate inhibition
Numbers without * were called inactive; i = inactive; ? = inconclusive; · = not tested or not shown; [ ] = dose if it differs, or a comment.

SMILES	NTR1 agonist	NTR1 agonist cell count 20 µM	RSV antiviral HEp-2	MgcRacGAP inhibition	SV40 large T antigen	West Nile antiviral	K1F lysis inhibition	Dengue-2 NS5 capping	T cell modulator	T cell modulator vesicle-bound %	PhoP inhibition	others
COc1ccc(C(=O)c2oc3ccc(OC)cc3c2N)cc1	7.4	76	5.5%	5.6%	6.9%	0.3%	-2.0%	-4.9%	i	30.0	-1.6%
COc1cc(OC)cc(C(=O)Nc2ccc(S(=O)(=O)Nc3cnc4ccccc4n3)cc2)c1	-0.3	52	0.7%	·	12.1%	·	·	·	i	41.0	·
COCC(=O)N(Cc1cc2ccccc2[nH]c1=O)c1ccccc1OC	-0.6	38	3.4%	14.5%	8.1%	0.1%	1.7%	-6.7%	i	58.9	-9.8%
N/C(=N\OC(=O)c1cccc(Br)c1)c1ccncc1	1.6	95	2.4%	13.1%	-0.1%	0.0%	0.5%	-2.8%	i	51.0	-1.4%
CCc1ccc(NC(=O)C(=O)NNC(=O)COc2cccc(OC)c2)cc1	-0.5	58	1.9%	-1.4%	6.6%	1.6%	3.5%	0.7%	i	49.3	1.4%
Cc1ccc(Cn2c(SCCN3CCCCC3)nc3c2c(=O)n(C)c(=O)n3C)cc1	0.6	61	1.1%	13.9%	5.7%	-0.6%	0.6%	-13.9%	i	7.6	-5.4%
O=C(COc1ccccc1)N1CCN=C1SCc1ccccc1	-0.1	56	1.7%	7.0%	12.9%	-0.3%	0.4%	-2.3%	i	32.8	3.9%
CCCn1c(N2CCC(Cc3ccccc3)CC2)nc2c1c(=O)[nH]c(=O)n2C	13.0	50	?	28.5%	2.1%	0.0%	-0.3%	·	i	30.7	-17.5%
CCOc1ccccc1NC(=O)CCc1ccc(C)o1	-0.4	54	0.0%	2.7%	3.9%	0.5%	-0.2%	-6.0%	i	49.2	1.1%
CC(C)CNC(=O)C1CCN(S(=O)(=O)c2ccc3c(c2)OCCO3)CC1	0.4	68	-2.5%	-1.1%	22.7%	·	1.2%[50 µM]	3.6%	i	52.9	0.3%
O=C(N/N=C\C=C\c1ccco1)c1cncc(Br)c1	0.1	55	2.1%	15.9%	26.2%	0.2%	-0.1%	-2.4%	i	13.4	1.6%
COC(=O)c1sc(S(=O)(=O)NCc2ccccc2)c(C(=O)OC)c1C	1.4	75	-0.2%	0.5%	22.3%	0.8%	4.4%	8.1%	i	8.1	-5.6%

Next part; the last 2 above are carried over.
SMILES	NTR1 agonist	NTR1 agonist cell count 20 µM	RSV antiviral HEp-2	MgcRacGAP inhibition	SV40 large T antigen	West Nile antiviral	K1F lysis inhibition	Dengue-2 NS5 capping	T cell modulator	T cell modulator vesicle-bound %	PhoP inhibition	others
O=C(N/N=C\C=C\c1ccco1)c1cncc(Br)c1	0.1	55	2.1%	15.9%	26.2%	0.2%	-0.1%	-2.4%	i	13.4	1.6%
COC(=O)c1sc(S(=O)(=O)NCc2ccccc2)c(C(=O)OC)c1C	1.4	75	-0.2%	0.5%	22.3%	0.8%	4.4%	8.1%	i	8.1	-5.6%
CCOc1ccc(N2C(=O)CC(SCc3nc4ccccc4[nH]3)C2=O)cc1 (stereo not given)	-0.5	46	-1.9%	-5.8%	14.8%	0.7%	-0.1%	-11.5%	i	26.9	-2.1%
CCn1ccc(C(=O)Nc2cccc(Cl)c2)n1	1.6	93	2.8%	5.8%	7.1%	-0.6%	-0.1%	-1.8%	i	63.2	-5.0%
O=C(c1cc2cc(Cl)ccc2oc1=O)N1CCOCC1	0.5	54	1.9%	2.4%	4.5%	0.9%	1.4%	0.8%	i	24.8	9.4%
Cc1cc(=O)[nH]c(/N=C(\N)Nc2cccc3ccccc23)n1	-0.6	48	6.6%	7.3%	-1.5%	-0.2%	-0.1%	6.3%	i	35.6	11.4%
Cc1cc(C)c(OCC(=O)NCC(c2ccco2)N2CCCCC2)c(C)c1 (stereo not given)	1.8	57	-0.5%	3.6%	·	·	0.8%[50 µM]	-2.2%	i	33.5	·
COc1ccccc1-c1n[nH]c(=S)o1	-0.4	56	2.1%	13.3%	3.3%	0.6%	-0.4%	3.1%	i	40.2	-9.4%
Cc1ccc(C)c(N(C(=O)c2snc(C(N)=O)c2N)C(C(=O)NCC2CCCO2)c2ccc(C)o2)c1 (stereo not given)	-1.6	39	2.2%	7.4%	1.4%	-1.0%	0.0%	3.6%	i	47.1	-5.4%
Brc1cccc(-c2nnc3sc(CNC4CCCC4)cn23)c1	-0.3	52	0.2%	-6.2%	-1.7%	-0.4%	-2.0%	-3.5%	i	32.2	-3.4%
CCCN(CCC)C(=O)c1ccc2nc(-c3ccc(OC)c(OC)c3)c(-c3ccc(OC)c(OC)c3)nc2c1	0.6	75	-1.9%	·	9.2%	0.1%	-0.2%	-7.2%	i	52.2	-2.8%
CCOc1ccc(/C=N/NC(=O)C2(O)c3ccccc3-c3ccccc32)cc1	-0.4	78	1.2%	9.5%	2.5%	0.8%	0.5%[50 µM]	-6.5%	i	42.2	-1.5%
O=S(=O)(c1ccc(SCc2ccc(Cl)cc2)nc1)N1CCCC1	-0.9	94	4.0%	9.1%	·	·	-0.1%[50 µM]	-5.9%	i	52.0	·
CCN1CCN(CCCOc2ccc(Cl)cc2Br)CC1	-0.8	25	-4.0%	68.8µM*	13.4%	0.1%	0.5%	-14.3%	i	10.4	7.4%
Cc1ccc(NC(=O)COC(=O)Cc2ccccc2)cc1S(=O)(=O)N1CCOCC1	0.4	54	·	2.8%	·	·	0.5%[50 µM]	-1.5%	i	27.9	·
CC(C)c1nnc(NC(=O)C2c3ccccc3Oc3ccccc32)s1	2.4	55	1.3%	11.2%	-0.6%	-0.2%	-0.2%	-3.4%	i	45.2	-1.3%
Cc1ccc(C(=O)O/N=C(\N)c2cccc([N+](=O)[O-])c2)cc1	3.6	45	1.8%	9.4%	0.8%	-0.3%	2.6%	-4.1%	i	32.8	8.8%
O=C(CSc1nnc(-c2ccncc2)n1Cc1ccco1)Nc1nc(-c2ccccc2)cs1	1.3	57	4.3%	7.4%	3.2%	3.2%	12.1%	-10.4%	i	23.9	10.0%
O=C(CSc1nnnn1-c1ccccc1)N1CCCc2ccccc21	2.4	58	1.5%	15.4%	13.1%	-0.3%	0.8%	-1.6%	i	39.9	3.9%
COC(=O)Nc1ccc(S(=O)(=O)N2c3ccccc3CCC2C)cc1 (stereo not given)	1.9	45	-0.1%	2.5%	7.2%	0.2%	-0.1%	-4.2%	i	37.5	8.8%
CCCCc1nnc(NC(=O)CSCc2cc(=O)n3cc(C)sc3n2)s1	-0.3	89	-0.8%	-2.7%	-1.2%	-0.1%	0.3%	-5.5%	i	6.6	-8.0%
COc1ccc(C2=NN(S(=O)(=O)c3ccccc3)C(c3ccccc3)C2)cc1 (stereo not given)	1.5	69	?	10.5%	2.8%	-1.3%	0.2%	2.9%	i	61.5	-5.4%
COc1ccc(/C(C)=N/NC(=O)c2ccc3nc[nH]c3c2)cc1	0.6	54	2.5%	4.4%	17.1%	0.1%	0.0%	1.6%	i	36.6	-9.7%
COc1ccc(C(CCNCc2ccc(OC(C)C)cc2)C(C)C)cc1 (stereo not given)	24.3	52	·	·	8.6%	-1.8%	·	·	i	39.8	-10.6%
COc1cccc(/C=C2\SC(=O)N(CCC(=O)N3CCC(C(=O)O)CC3)C2=O)c1	-0.4	65	1.4%	6.5%	9.5%	-0.3%	0.2%	-2.3%	i	6.1	-2.6%
CCOC(=O)c1c(C2COc3ccccc3O2)csc1NC(=O)c1ccco1 (stereo not given)	14.4	79	1.8%	13.6%	4.0%	3.0%	5.2%	4.8%	i	14.3	3.7%
CCOc1ccc(-n2cc(-c3ccccc3)c3c(SC(C)C(=O)OC)ncnc32)cc1 (stereo not given)	6.2	64	17.2%	10.2%	4.1%	0.0%	4.4%	-3.6%	i	48.8	-3.7%
Cc1ccc(C)c(C(=O)Nc2ccncc2)c1	-0.1	69	-0.4%	7.8%	4.0%	-1.1%	2.6%	·	i	40.1	-0.4%
CC(Sc1ccsc1[N+](=O)[O-])C(=O)N1CCN(c2ccccn2)CC1 (stereo not given)	2.1	95	-0.1%	14.7%	-3.3%	-0.2%	0.1%	1.8%	i	58.3	-7.7%
O=C1CC(c2ccccc2)Cc2nc(NCc3ccco3)ncc21 (stereo not given)	4.6	57	1.2%	6.9%	-3.2%	·	0.4%	0.0%	i	46.5	1.9%
CCN(CC)S(=O)(=O)c1cc(NC(=O)CSc2nnc(N)s2)ccc1C	-1.1	51	2.3%	5.8%	·	·	0.2%[50 µM]	0.4%	i	41.5	·
O=C(NCC(c1cccnc1)N1CCOCC1)c1ccc2c(c1)OCO2 (stereo not given)	-0.3	81	0.5%	-5.7%	0.2%	0.3%	-0.2%	-1.6%	i	17.0	-8.8%
Cn1cc(CN2CCC(O)CC2)c(-c2ccc(Oc3ccccc3)cc2)n1	-0.5	82	-0.3%	14.7%	13.8%	-0.3%	0.3%	2.7%	i	56.3	10.7%
O=C1CC(c2ccco2)CC2=C1C1c3ccccc3C(=O)N1c1ccccc1N2 (stereo not given)	2.3	50	1.3%	10.0%	5.2%	?	0.3%	0.0%	i	23.0	9.8%
Cc1cc(C)n(C(=O)/C=C/c2cccs2)n1	0.7	63	·	6.2%	3.5%	0.0%	-0.3%	-7.8%	i	9.8	-6.7%
COc1cccc(CN(C(=O)c2ccccc2)C2CCS(=O)(=O)C2)c1 (stereo not given)	0.9	57	1.3%	-30.9%	8.7%	0.4%	0.8%	-8.0%	i	13.2	-1.3%
CCN(CC)C(=O)[C@H]1C[C@H](CC(=O)NC(C)(C)C)C(=O)N2CCc3c([nH]c4ccc(Cl)cc34)[C@]12C	2.8	66	·	8.5%	·	·	0.0%	0.0%	·	·	·	Dengue-2 NS5 capping pilot replicate=1.8
C=CCn1c(Oc2ccc(C(=O)OC)cc2)nc2c1c(=O)n(C)c(=O)n2C	2.3	44	2.0%	10.8%	9.9%	0.0%	1.0%	2.7%	i	17.3	-6.5%
CC(C)Oc1ccc(C(=O)Nc2cccc3cccnc23)cc1	6.0	56	1.6%	-9.4%	5.3%	-1.0%	-1.2%	-8.6%	i	7.7	2.8%
